Assay outcomes: PubChem, Sanford-Burnham Center for Chemical Genomics
human PMI inhibition: inhibitors of human PMI, primary screen, biochemical, fluorescence intensity, coupled assay (AID 1209). purified PMI enzyme, coupled fluorescence intensity; higher % means a stronger effect. inhibition, % at 20 µM; hits with a dose series show IC50 in µM. actives 0.42% (n = 190,000);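 also: plate controls were DMSO vehicle for no effect and wells lacking substrate for full effect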
LYP phosphatase: inhibitors of LYP phosphatase, biochemical, fluorescence intensity, uHTS (AID 1779); actives 0.054% (n = 290,000); inhibition, % at 11.5 µM; hits with a dose series show IC50 in µM; recombinant LYP phosphatase, fluorescence intensity; higher % means a stronger effect; Tyrosine-protein phosphatase non-receptor type 22 (Homo sapiens);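 also: plate controls were vehicle with enzyme for no effect and no enzyme for full effect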
human PMI inhibitors: human PMI inhibitors, high substrate, primary screen, biochemical, fluorescence intensity, high mannose 6-phosphate (AID 1220); Mannose-6-phosphate isomerase (Homo sapiens); recombinant PMI enzyme, coupled fluorescence intensity; higher % means a stronger effect; one-dose inhibition, % at 20 µM; IC50 in µM for titrated hits; actives 0.66% (n = 190,000)
TNAP activators: human TNAP enzyme activators, primary screen, biochemical, luminescent, no phosphate acceptor, uHTS (AID 1001); purified TNAP, luminescent activation assay, no phosphate acceptor; higher activation fold means a stronger effect; activation fold at 20 µM; hits with a dose series show EC50 in µM; actives 0.03% (n = 200,000); in the data active = activation fold from about 3, or a potency from the dose series; inactive = the rest, 99 in 100 with activation fold below about 1.6; also: many of its hits are not listed in these tables
NOD2 inhibition: NOD2 signaling inhibitors, cell-based, luminescence, uHTS, HEK293 (AID 1566); actives 0.63% (n = 290,000); one-dose inhibition, % at 4 µM; EC50 in µM for titrated hits; HEK293 NOD2/NF-kB luciferase reporter, luminescence; higher % means a stronger effect; also: many of its hits are not listed in these tables
KOR beta-arrestin-1: KOR antagonists, beta-arrestin recruitment, cell-based, luminescence, uHTS (AID 1778) | KOR beta-arrestin recruitment, luminescence, antagonist mode; higher % means a stronger effect | inhibition, % at 10 µM, or IC50 in µM where a hit was titrated | actives 0.091% (n = 290,000) | Kappa-type opioid receptor (Homo sapiens); also: strong numbers were not always called active
NOD1 NF-kB reporter: NOD1 signaling inhibitors, primary screen, cell-based, luminescence, uHTS (AID 1578); NOD1-driven NF-kB luciferase reporter cells, luminescence; higher % means a stronger effect; actives 1% (n = 290,000); one-dose inhibition, % at 4 µM; EC50 in µM for titrated hits; in the data active = inhibition mostly above about 36%, no sharp cut-off; inactive = mostly below about 34%;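 also: HEK-293T reporter cells stimulated with the NOD1 agonist gamma-tri-DAP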
KOR beta-arrestin-2: KOR agonists, beta-arrestin recruitment, primary screen, cell-based, luminescence, uHTS (AID 1777) | Kappa-type opioid receptor (Homo sapiens) | KOR beta-arrestin recruitment, luminescence; higher % means a stronger effect | activation, % at 10 µM, or EC50 in µM where a hit was titrated | actives 0.02% (n = 280,000); in the data active = activation above about 50%, passing the limit was not always enough; also: a part of the inactive calls stands beside numbers as strong as those of hits
XIAP displacement: XIAP antagonists, biochemical, IAP family, fluorescence polarization (AID 1018) | XIAP BIR domain, fluorescence polarization peptide displacement; higher % means a stronger effect | displacement, % at 20 µM, or IC50 in µM where a hit was titrated | E3 ubiquitin-protein ligase XIAP (Homo sapiens) | actives 0.007% (n = 200,000); in the data active = displacement above about 50%; also: a part of the inactive calls stands beside numbers as strong as those of hits
An asterisk follows results filed as active; / = no result given; [ ] = remark or other dose. Rule as the data show it, unless noted: active = inhibition above about 50%; inactive = the rest.

Letter code – A = human PMI inhibition; B = LYP phosphatase; C = human PMI inhibitors; D = TNAP activators; E = NOD2 inhibition; F = KOR beta-arrestin-1; G = NOD1 NF-kB reporter; H = KOR beta-arrestin-2; I = XIAP displacement
[1] NC(=O)CC(NC(=O)Cc1cccc2ccccc12)c1ccc(N2CCCCCCC2)c([N+](=O)[O-])c1 (configuration not stated)
  A: / | B: -9.3% | C: / | D: / | E: 12.9% | F: -46.1%[20 µM] | G: 5.9% | H: 6.8% | I: /

[2] Cc1ccc(O)c(NC(=O)C2CCCN2C(=O)OCc2ccccc2)c1 (configuration not stated)
  A: / | B: -6.6% | C: / | D: / | E: 11.9% | F: -11.3% | G: -3.2% | H: -0.2% | I: /

[3] Cc1ccnc(NS(=O)(=O)c2cc(-c3cc(C)no3)ccc2C(C)C)c1
  A: / | B: -7.9% | C: / | D: / | E: -18.7% | F: -11.5% | G: -27.7% | H: -1.2% | I: /

[4] COc1cc(C(c2sc3nc(C)nn3c2O)N2CC(C)CC(C)C2)cc(OC)c1OC (configuration not stated)
  A: 6.0% | B: -5.2% | C: 4.9% | D: 1 | E: 21.6% | F: -8.8% | G: -11.0% | H: -5.0% | I: -6.5%

[5] Cn1ccnc1Sc1nc2c(c(=O)n(C)c(=O)n2C)n1C
  A: -8.3% | B: -0.6% | C: -4.8% | D: 1.1 | E: -2.5% | F: 5.2% | G: 2.7% | H: -2.1% | I: -2.4%

[6] CCC(=O)N1CCc2cc(S(=O)(=O)NC(C(=O)NC(C)c3ccccc3)C(C)C)ccc21 (configuration not stated)
  A: 0.6% | B: -2.3% | C: -3.4% | D: 1.2 | E: -8.0% | F: -17.4% | G: 1.7% | H: 3.0% | I: 0.1%

[7] O=C(CCN1C(=O)c2ccccc2C1=O)Nc1nc2ccccc2s1
  A: 10.4% | B: -5.8% | C: -0.3% | D: 1.2 | E: 5.0% | F: 7.5% | G: 46.4% | H: 2.2% | I: -6.5%

[8] Cc1nnc(SCc2ccc(C(=O)O)cc2)s1
  A: -3.4% | B: -0.5% | C: -0.2% | D: 1.2 | E: 1.8% | F: -13.5% | G: -29.5% | H: 1.7% | I: -1.0%

[9] Cc1ccc(-n2nnnc2SCc2nnc(-c3ccccc3Br)o2)cc1
  A: 14.1% | B: -3.0% | C: 25.3% | D: 1.1 | E: 10.7% | F: 3.2% | G: -4.5% | H: 0.5% | I: -5.2%

[10] O=C(Cc1csc(-c2ccccc2)n1)NCc1ccc(F)cc1
  A: -2.1% | B: -3.2% | C: -1.7% | D: 1.2 | E: -8.2% | F: -15.9% | G: -29.8% | H: -3.8% | I: 7.1%

Reprinted from the listing for reference:
Letter code – A = human PMI inhibition; B = LYP phosphatase; C = human PMI inhibitors; D = TNAP activators; E = NOD2 inhibition; F = KOR beta-arrestin-1; G = NOD1 NF-kB reporter; H = KOR beta-arrestin-2; I = XIAP displacement
[1] NC(=O)CC(NC(=O)Cc1cccc2ccccc12)c1ccc(N2CCCCCCC2)c([N+](=O)[O-])c1 (configuration not stated)
  A: / | B: -9.3% | C: / | D: / | E: 12.9% | F: -46.1%[20 µM] | G: 5.9% | H: 6.8% | I: /

[2] Cc1ccc(O)c(NC(=O)C2CCCN2C(=O)OCc2ccccc2)c1 (configuration not stated)
  A: / | B: -6.6% | C: / | D: / | E: 11.9% | F: -11.3% | G: -3.2% | H: -0.2% | I: /

[3] Cc1ccnc(NS(=O)(=O)c2cc(-c3cc(C)no3)ccc2C(C)C)c1
  A: / | B: -7.9% | C: / | D: / | E: -18.7% | F: -11.5% | G: -27.7% | H: -1.2% | I: /

[4] COc1cc(C(c2sc3nc(C)nn3c2O)N2CC(C)CC(C)C2)cc(OC)c1OC (configuration not stated)
  A: 6.0% | B: -5.2% | C: 4.9% | D: 1 | E: 21.6% | F: -8.8% | G: -11.0% | H: -5.0% | I: -6.5%

[5] Cn1ccnc1Sc1nc2c(c(=O)n(C)c(=O)n2C)n1C
  A: -8.3% | B: -0.6% | C: -4.8% | D: 1.1 | E: -2.5% | F: 5.2% | G: 2.7% | H: -2.1% | I: -2.4%

[6] CCC(=O)N1CCc2cc(S(=O)(=O)NC(C(=O)NC(C)c3ccccc3)C(C)C)ccc21 (configuration not stated)
  A: 0.6% | B: -2.3% | C: -3.4% | D: 1.2 | E: -8.0% | F: -17.4% | G: 1.7% | H: 3.0% | I: 0.1%

[7] O=C(CCN1C(=O)c2ccccc2C1=O)Nc1nc2ccccc2s1
  A: 10.4% | B: -5.8% | C: -0.3% | D: 1.2 | E: 5.0% | F: 7.5% | G: 46.4% | H: 2.2% | I: -6.5%

[8] Cc1nnc(SCc2ccc(C(=O)O)cc2)s1
  A: -3.4% | B: -0.5% | C: -0.2% | D: 1.2 | E: 1.8% | F: -13.5% | G: -29.5% | H: 1.7% | I: -1.0%

(list continues)
Letter code – A = human PMI inhibition; B = LYP phosphatase; C = human PMI inhibitors; D = TNAP activators; E = NOD2 inhibition; F = KOR beta-arrestin-1; G = NOD1 NF-kB reporter; H = KOR beta-arrestin-2; I = XIAP displacement
[11] O=C(NC1CCCCC1)C(c1ccc(F)cc1)N(C(=O)c1csnn1)C1CC1 (configuration not stated)
  A: / | B: -14.4% | C: / | D: / | E: -1.6% | F: -2.9% | G: -17.4% | H: -0.8% | I: /

[12] COc1cc(/C=N/c2oc(C)c(C)c2C#N)cc(Br)c1O
  A: / | B: -8.9% | C: / | D: / | E: 19.4% | F: -38.1%[20 µM] | G: -12.7% | H: -3.9% | I: /

[13] Cc1ccc(/C=N/NC(=O)CNC(=O)COc2ccc(Cl)cc2)o1
  A: -7.9% | B: 4.4% | C: -5.2% | D: 1.1 | E: 0.4% | F: -19.1% | G: -46.9% | H: 1.3% | I: -2.4%

[14] Cc1ccccc1NS(=O)(=O)c1ccc(C(=O)OCC(=O)NCC(C)C)cc1
  A: -11.1% | B: -6.3% | C: -7.8% | D: 1.1 | E: 1.8% | F: -17.8% | G: -14.5% | H: 1.6% | I: -7.4%

[15] COc1ccc(S(=O)(=O)NCCSCc2ccco2)cc1
  A: 8.5% | B: 0.9% | C: 7.0% | D: 1 | E: 4.2% | F: -28.0% | G: 21.8% | H: -1.2% | I: -7.7%

[16] Cn1c(SC2C(=O)CC(C)(C)CC2=O)nnc1-c1ccco1
  A: -0.1% | B: -6.6% | C: 5.4% | D: 1.1 | E: 12.3% | F: -11.0% | G: 13.6% | H: -6.9% | I: -3.6%

[17] O=C(c1cccc(S(=O)(=O)N2CCOCC2)c1)N(CCO)Cc1ccccc1
  A: -3.8% | B: 0.3% | C: -15.8% | D: 1 | E: -5.3% | F: -9.9% | G: -9.4% | H: 2.8% | I: -0.9%

[18] CCn1c(SCC(=O)Nc2ncc(C(F)(F)F)cc2Cl)nnc1-c1ccccc1
  A: 3.0% | B: -6.9% | C: -3.4% | D: 1 | E: 11.0% | F: 12.7% | G: -10.1% | H: -2.6% | I: -0.1%

[19] COC(=O)CCCNc1ncccc1[N+](=O)[O-]
  A: -0.5% | B: -4.8% | C: -6.0% | D: 1 | E: -7.9% | F: -1.5% | G: -23.0% | H: -7.5% | I: -3.3%

[20] CCc1nn(CC(=O)NCCCN(CC)CC)c(=O)c2cc3sc(C)cc3n12
  A: / | B: -5.6% | C: / | D: / | E: 0.2% | F: -20.3% | G: 2.9% | H: -3.3% | I: /

Letter code – A = human PMI inhibition; B = LYP phosphatase; C = human PMI inhibitors; D = TNAP activators; E = NOD2 inhibition; F = KOR beta-arrestin-1; G = NOD1 NF-kB reporter; H = KOR beta-arrestin-2; I = XIAP displacement
[21] CCN(C(=O)CN1CCN(c2cccc(C(F)(F)F)c2)CC1)c1c(N)n(Cc2ccccc2)c(=O)[nH]c1=O
  A: 6.3% | B: -4.8% | C: -0.2% | D: 1.1 | E: -9.5% | F: 28.3% | G: -25.3% | H: -5.9% | I: -6.9%

[22] O=C(N/N=C/c1cccc(OCC(=O)N2CCCC2)c1)C(=O)Nc1ccccc1F
  A: 2.0% | B: -2.1% | C: 6.2% | D: 1.1 | E: 17.6% | F: 8.0% | G: -10.8% | H: 9.7% | I: 0.5%

[23] NS(=O)(=O)c1ccc(CCNC(=O)[C@@H]2CCCN2S(=O)(=O)c2ccccc2F)cc1
  A: -3.8% | B: -4.1% | C: -3.4% | D: 1.1 | E: 11.1% | F: -12.1% | G: -4.3% | H: -1.3% | I: -1.9%

[24] O=C(NCCc1cccnc1)c1cc(COc2ccc(F)cc2Cl)on1
  A: / | B: -6.5% | C: / | D: / | E: 8.6% | F: -14.5% | G: -22.6% | H: 9.4% | I: /

[25] COc1ccc(/C=C(\NC(=O)c2ccccc2)C(=O)NCCN2CCOCC2)cc1
  A: / | B: 0.1% | C: / | D: / | E: -21.7% | F: -11.5% | G: -20.1% | H: 2.8% | I: /

[26] COC(=O)[C@H](Cc1ccccc1)NC(=O)NCCC1=CCCCC1
  A: -2.9% | B: -5.9% | C: -2.1% | D: 1.2 | E: 9.4% | F: 14.9% | G: 0.8% | H: -6.4% | I: 0.5%

[27] COc1cc2c(cc1OC)C1(CCCCC1)CN(C)C2
  A: / | B: -9.2% | C: / | D: / | E: -0.2% | F: 25.8% | G: 3.0% | H: 0.1% | I: /

[28] Cc1cc(N(CC(=O)NC2CC2)S(C)(=O)=O)ccc1Br
  A: 9.5% | B: -5.0% | C: 48.4% | D: 1 | E: -11.7% | F: -1.4% | G: -21.3% | H: 13.2% | I: -17.4%

The list is partial. The share of hits here may be higher or lower than overall.
